MmCpn inh = Inhibitors of TCP-1 ring complex (TRiC) of Methanococcus maripaludis (MmCpn): qHTS; purified Mm-Cpn ATPase, ADP Transcreener TR-FRET; Potency, µM (series often up to 76.9 µM), for the others: top-dose activity, negative = inhibition, actives largely listed as inhibitors; 330,000 tested, 0.031% active; AID 504842, 2011; also: % is scaled to controls: 0 for no effect and ±100 for the full control effect; nearly all actives have a fitted effect of over 80% in size
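Purified archaeal Mm-CPN (25nM final) preincubated 10 min at 37degC with compound, then 10uM ATP for 30 min at 37degC; ADP measured by HTRF Transcreener TR-FRET; buffer 30 mM TRIS pH 7.4, 100mM KCl, 5mM MgCl2, 1mM DTT.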
aSyn yeast inh = qHTS of alpha-syn Inhibitors. AID 652106, 2013. Potency, µM (doses to about 46.1 µM), inactives show top-dose growth rescue (activation), most hits filed as activators. 370,000 tested, 0.14% active. Yeast expressing alpha-synuclein, growth rescue, BacTiter-Glo, 24 h; also: % of control where 0% means no effect; nearly all actives have a fitted effect of over 65% in size
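Readout is rescue of growth in alpha-synuclein-expressing yeast, so inhibitors of toxicity appear as activators. Growth after 24 hr at 30 deg C in galactose medium is quantified by luminescence.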
Numbers without * were called inactive; ? = inconclusive; nt = no result given; [ ] = dose if it differs, or a comment. Calls follow the shape of the dose curve; as a rule, active = well fitted curve in the direction sought with a large enough effect; inconclusive = small, poorly fitted or top-dose-only effect, or another doubt; inactive = no such curve, though single readings can be large; an effect the other way counts as inactive or inconclusive. Potency is read from the fitted curve at half-maximal effect.

SMILES	MmCpn inh	aSyn yeast inh
COC(=O)Nc1ccc(S(=O)(=O)Nc2ccc(C)cc2)cc1	-4%	nt
Cc1cccc(CN2CCN(CCCc3ccccc3)CC2)c1	0%	nt
O=C(O)c1cc(-c2ccccc2)nc2nc(N3CCCCC3)sc12	1%	nt
COc1ccccc1C(=O)NN1C(=O)/C(=C/c2cccn2C)SC1=S	-2%	nt
Cc1ccc2cc(C)c3nnc(SCC(=O)N4CCCc5ccccc54)n3c2c1C	-1%	nt
O=C(O)c1ccc(S(=O)(=O)N[C@H](Cc2c[nH]c3ccccc23)C(=O)O)cc1	1%	nt
COC(=O)c1cc(OC)c(OC)cc1NC(=O)c1cnccn1	-1%	nt
O=C1CCc2cc(S(=O)(=O)N3CCC(C(=O)NCc4ccccn4)CC3)ccc2N1	-3%	nt
Cc1ccc(-n2[nH]c(C)c(C=Nc3ccc(S(=O)(=O)Nc4nccs4)cc3)c2=O)cc1	0%	nt
O=C(N/N=C/c1cccs1)c1cccc(NC(=O)c2ccc(Cl)cc2)c1	0%	nt
CCc1nnc(NS(=O)(=O)c2ccc(NC(=O)c3cc4ccccc4oc3=O)cc2)s1	-5%	nt
C/C(=N/Nc1nc(-c2ccccc2)cc(-c2ccccc2)n1)c1ccc(N)cc1	1%	nt
Cc1occc1C(=O)N=Nc1c(O)[nH]c2ccc(Br)cc12	-2%	nt
Cc1ccc(/C(C#N)=C\c2cn(C)c3ccccc23)cc1	1%	nt
COCCNC(=O)C(c1ccc(C)cc1)N(C(=O)CCC(=O)Nc1ccccn1)C1CCCC1 (stereo unspecified)	2%	nt
c1cc(-c2nc3cc(Cc4ccc5oc(-c6ccncc6)nc5c4)ccc3o2)ccn1	-2%	nt
C=C1/C=C(\C)[C@](C)(O)C[C@H](O)CC(=O)[C@H](O)[C@@H](O)[C@H](C)C[C@H](C)OC(=O)/C(C)=C/CC/C=C/[C@@H]2O[C@H]2C[C@H](C)C1	-2%	nt
CC(=O)Nc1cn(C(C)=O)c(C)n1	-1%	nt
CSc1ccccc1OCc1cc(C(=O)N2CCC(Oc3cccnc3)CC2)no1	2%	nt
O=C(c1n[nH]c2c1CCCC2)n1ccnc1	1%	nt
Cc1ccccc1OCCNc1cc(N2CCNCC2)ccc1[N+](=O)[O-]	1%	nt
CCn1cnc2sc(C(=O)N3CCN(Cc4ccc5c(c4)OCO5)CC3)c(C)c2c1=O	0%	nt
Cc1nc(SCn2nnc3ccccc3c2=O)c2c(C)c(C)sc2n1	-1%	nt
N#Cc1cc2c(N)c(C(=O)Nc3ccccc3)sc2nc1N	-13%	nt
Cc1cccc2cc(CN(CC3CCCO3)S(=O)(=O)c3ccccc3)c3nnnn3c12 (stereo unspecified)	0%	nt
SMILES	MmCpn inh	aSyn yeast inh
COc1ccc(O[C@H]2C=C[C@@H](c3ccccc3)O[C@@H]2COC(=O)CC/C(C)=N/O[C@H](C)c2cn([C@@H]3COC[C@H]3O)nn2)cc1	1%	nt
COC(=O)c1c(C)[nH]c(C(=O)N2CCN(c3ccc(OC)cc3)CC2)c1C	-1%	nt
Cc1nc2n(n1)C(O)c1cc([N+](=O)[O-])ccc1S2 (stereo unspecified)	-6%	nt
C=CCn1c2ccccc2c(=O)c2cc(C#Cc3ccsc3)ccc21	-6%	nt
Cc1cccc(C[C@H](C(=O)O)N2C(=O)c3ccc(C(=O)O)cc3C2=O)c1	-2%	nt
CCOC(=O)C(CC)(CCC(=O)OC)c1csc(Nc2ccccc2O)n1 (stereo unspecified)	0%	nt
O=C(O)c1ccc(-c2ccc(-c3ccccc3)cc2)s1	-4%	nt
CCN(CC)S(=O)(=O)c1ccc(NC(=O)c2nc3nc(C)cc(C)n3n2)cc1	0%	nt
C#CCOCCOCCOCCNc1nc(N2CCN(C(=O)CCCCCCCCCCNC(=O)[C@H]([C@@H](C)CC)n3cc(CCCCN=C(N)N)nn3)CC2)nc(N2CCN(C(=O)CCCCCCCCCCNC(=O)[C@H]([C@@H](C)CC)n3cc(CCCCN=C(N)N)nn3)CC2)n1	-11%	nt
Nc1ccccc1/C=C/c1ccnc2ccccc12	nt	-14%
Cc1ccc(S(=O)(=O)N2CCN(c3nc(-n4cccn4)nc4ccccc34)CC2)cc1	nt	6%
CC(=O)N=c1nc(-c2ccccc2)n(-c2ccccc2)s1	nt	-14%
CCC1(O)CC2CN(CCc3c([nH]c4ccccc34)[C@@](C(=O)OC)(c3cc4c(cc3OC)N(C=O)C3[C@]45CCN4CC=C[C@@](CC)([C@@H](OC(C)=O)[C@]3(O)C(=O)OC)[C@H]45)C2)C1 (stereo partly specified)	nt	5%
Cc1ccc(CSC2=NS(=O)(=O)c3ccccc32)cc1	nt	?
CNC(=O)c1ccc2nc(-c3cccc(C)c3)c(-c3cccc(C)c3)nc2c1	nt	-16%
c1ccc2nc(C3=NCCN3)ccc2c1	nt	-5%
O=C(c1cnn2c1NC(=C1CC1)C=C2C(F)F)N1CCc2ccccc21	nt	-3%
CS(=O)(=O)N1CCN(/[N+]([O-])=N/Oc2ccc([N+](=O)[O-])cc2[N+](=O)[O-])CC1	nt	-46%[inhibitor]
Nc1cccc[n+]1C(c1ccnc2ccccc12)[n+]1ccccc1N	nt	4%
Cc1nc2c(OCc3ccccc3)cccn2c1CC#N	nt	-2%
CN1C2CC(OC(=O)[C@H](CO)c3ccccc3)CC1C1OC12 (stereo partly specified)	nt	3%
Cc1ccc(NC(=O)c2cc3c([nH]c2=O)CC(C)(C)CC3=O)cc1	nt	-2%
NC(=O)Nc1ccc(/C=C/c2ccnc3ccccc23)cc1	nt	?
Cc1cc(C)nc(N/C=C(\C#N)C(=O)c2cccc(CSc3ccccc3)c2)n1	nt	?
O=C(O)CCc1c2ccc(=O)c(O)c-2oc2c(O)c(O)ccc12	nt	-14%
SMILES	MmCpn inh	aSyn yeast inh
O=C(O)CCc1ccc2ccccc2c1	nt	-15%
CCOc1ccc(NC(=O)COC(=O)c2ccccc2OCC(=O)N(C)C)cc1	nt	-3%
CN(C)c1ccc(/C=N\Nc2ccc([N+](=O)[O-])cc2[N+](=O)[O-])cc1Cl	nt	-2%
NC(Cc1cccc(-c2ccccc2CP(=O)(O)O)c1)C(=O)O (stereo unspecified)	nt	6%
CCCCS(=N)(=O)CCC(N)C(=O)O (stereo unspecified)	nt	2%
Cc1ccc([N+](=O)[O-])cc1S(=O)(=O)N(C)C	nt	-1%
c1ccc(Cn2nnc3c(N4CCCCC4)ncnc32)cc1	nt	-1%
NCCCNc1ccc(Br)cn1	nt	-8%
CC(=O)Nc1ccc(-c2nnc(SCc3ccccc3)n2C)cc1	nt	5%
COc1ccc(C(=O)C[n+]2cc(Br)cc3ccccc32)cc1	nt	6%
Cc1cc(/C=C/c2ccnc3ccccc23)ccc1N	nt	7%
CC(C)c1cccc(NC(=O)COC(=O)c2ccccc2OCc2cccc(Br)c2)c1	nt	3%
CCc1ccc2oc(-c3ccc(C)c(NC(=O)COc4ccccc4Cl)c3)nc2c1	nt	0%
C[n+]1c(/C=C/c2ccnc3ccccc23)cc(/C=C/c2ccnc3ccccc23)c2ccccc21	nt	-38%[inhibitor]
CCN1C(=NCc2cccc(C(F)(F)F)c2)N[C@@H](c2cccc(C(F)(F)F)c2)C(C(=O)OC)=C1C	nt	-4%
Cc1cc(C)n(-c2nc(NC(C)C)nc(NC(C)(C)C)n2)n1	nt	1%
COc1ccccc1C1NC(c2ccc3c(c2)OCO3)=CC(c2ccccc2O)N1 (stereo unspecified)	nt	1%
O=C1CC(c2ccccc2)Cc2[nH]c(=O)c(C(=O)O)cc21 (stereo unspecified)	nt	-13%
CN(C)/[N+]([O-])=N/Oc1ccc([N+](=O)[O-])cc1C(F)(F)F	nt	-15%
CN(C)c1ccc(C=Nc2ccc(/C=C3\C=Cc4ccccc43)cc2)cc1	nt	-33%[inhibitor]
Cc1ccc2oc(-c3ccc(C)c(NC(=O)COc4ccc(Cl)cc4C)c3)nc2c1	nt	-3%
COc1ccc2[nH]cc(C(=O)CNc3nccs3)c2c1	nt	3%
Brc1cccc[n+]1Cc1cccc(C[n+]2ccccc2Br)c1	nt	0%
CCN(Cc1cccc(S(=O)(=O)O)c1)c1ccc(C(=C2C=CC(=[N+](CC)Cc3cccc(S(=O)(=O)O)c3)C=C2)c2ccccc2S(=O)(=O)[O-])cc1	nt	-51%[inhibitor]
OCCSc1ccc2nnc(-c3ccccc3)n2n1	nt	-2%
SMILES	MmCpn inh	aSyn yeast inh
C[C@@H](Nc1nc(Cl)nc2nc[nH]c12)c1ccccc1	nt	-2%
CC(C)[C@H](NC(=O)OCc1ccccc1)C(=O)N[C@H](C=O)Cc1ccccc1	nt	19%
CN(C(=N)N)c1ccc(/C=C2\C=Cc3ccccc32)cc1	nt	-8%
O=C(C[n+]1cccc(I)c1)c1ccc(F)cc1	nt	?
CNc1ccc(C=C2C=CC=C2)cc1	nt	1%
COc1ccc(/C=C/c2sc3ccccc3[n+]2CCCCI)cc1OC	nt	8%
COc1cc(OC)c(/C=C/c2c3ccccc3cc[n+]2C)c(OC)c1	nt	0%
COc1cc(OC)c(/C=C/c2nccc3ccccc23)c(OC)c1	nt	-10%
CSc1nc(N)c2ncn([C@@H]3O[C@H](COP(=O)(O)OP(=O)(O)O)C(O)[C@H]3O)c2n1 (stereo partly specified)	nt	-5%
CCN(CC)c1ccc(/C=C2\C=Cc3ccccc32)cc1	nt	2%
CC(C)=CCC/C(C)=C/COc1c2ccoc2cc2oc(=O)ccc12	nt	15%
COc1ccc(N2CCN(C(c3ccc(C)cc3)c3nnnn3C(C)(C)C)CC2)cc1 (stereo unspecified)	nt	4%
CC(C)[C@@H]1CC[C@@H](C)C[C@@H]1P(=O)(c1ccccc1)c1ccccc1	nt	2%
Nc1ccc(-c2ccc3ccccc3n2)cc1	nt	-10%
Cc1ccc(OCC(=O)Nc2cc(-c3nc4cc(Cl)ccc4o3)ccc2C)c(C)c1	nt	-6%
Nc1cc(N)[nH]c(=S)n1	nt	-2%
ClC(=Nc1cccc2ccccc12)N(c1ccccc1)c1ccccc1	nt	3%
CC(=O)/C=C1\C(=O)N(C)c2ccccc21	nt	0%

26 structures out of the list, arranged by molar mass, high to low:
SMILES	MmCpn inh	aSyn yeast inh
CCN(Cc1cccc(S(=O)(=O)O)c1)c1ccc(C(=C2C=CC(=[N+](CC)Cc3cccc(S(=O)(=O)O)c3)C=C2)c2ccccc2S(=O)(=O)[O-])cc1	nt	-51%[inhibitor]
CCN1C(=NCc2cccc(C(F)(F)F)c2)N[C@@H](c2cccc(C(F)(F)F)c2)C(C(=O)OC)=C1C	nt	-4%
COc1ccc(/C=C/c2sc3ccccc3[n+]2CCCCI)cc1OC	nt	8%
CSc1nc(N)c2ncn([C@@H]3O[C@H](COP(=O)(O)OP(=O)(O)O)C(O)[C@H]3O)c2n1 (stereo partly specified)	nt	-5%
Cc1ccc(OCC(=O)Nc2cc(-c3nc4cc(Cl)ccc4o3)ccc2C)c(C)c1	nt	-6%
Brc1cccc[n+]1Cc1cccc(C[n+]2ccccc2Br)c1	nt	0%
COc1ccccc1C1NC(c2ccc3c(c2)OCO3)=CC(c2ccccc2O)N1 (stereo unspecified)	nt	1%
CC(C)[C@H](NC(=O)OCc1ccccc1)C(=O)N[C@H](C=O)Cc1ccccc1	nt	19%
ClC(=Nc1cccc2ccccc12)N(c1ccccc1)c1ccccc1	nt	3%
CN(C)c1ccc(C=Nc2ccc(/C=C3\C=Cc4ccccc43)cc2)cc1	nt	-33%[inhibitor]
O=C(C[n+]1cccc(I)c1)c1ccc(F)cc1	nt	?
CC(C)[C@@H]1CC[C@@H](C)C[C@@H]1P(=O)(c1ccccc1)c1ccccc1	nt	2%
CC(C)=CCC/C(C)=C/COc1c2ccoc2cc2oc(=O)ccc12	nt	15%
COc1cc(OC)c(/C=C/c2c3ccccc3cc[n+]2C)c(OC)c1	nt	0%
COc1cc(OC)c(/C=C/c2nccc3ccccc23)c(OC)c1	nt	-10%
Cc1cc(C)n(-c2nc(NC(C)C)nc(NC(C)(C)C)n2)n1	nt	1%
CN(C)/[N+]([O-])=N/Oc1ccc([N+](=O)[O-])cc1C(F)(F)F	nt	-15%
COc1ccc2[nH]cc(C(=O)CNc3nccs3)c2c1	nt	3%
O=C1CC(c2ccccc2)Cc2[nH]c(=O)c(C(=O)O)cc21 (stereo unspecified)	nt	-13%
CN(C(=N)N)c1ccc(/C=C2\C=Cc3ccccc32)cc1	nt	-8%
C[C@@H](Nc1nc(Cl)nc2nc[nH]c12)c1ccccc1	nt	-2%
OCCSc1ccc2nnc(-c3ccccc3)n2n1	nt	-2%
Nc1ccc(-c2ccc3ccccc3n2)cc1	nt	-10%
CC(=O)/C=C1\C(=O)N(C)c2ccccc21	nt	0%
CNc1ccc(C=C2C=CC=C2)cc1	nt	1%
Nc1cc(N)[nH]c(=S)n1	nt	-2%

Source: PubChem

Not all compounds are listed, so the mix of outcomes need not match the whole.
